Screening data: PubChem BioAssay, National Center for Advancing Translational Sciences (NCATS)
WRN inhibitor = blocks human WRN helicase; WRN helicase unwinding, fluorescent forked duplex, kinetic; Potency, µM (titrated, usually from 114 µM), without a hit: at the highest dose activity change, negative = inhibition, hits mostly inhibitors; 360,000 compounds, 0.46% hits; AID 651768; further: potency means the concentration at half of the fitted maximal effect; on the % scale 0 is the no-effect control and ±100 the full control effect; nearly all actives have a fitted effect of over 55% in size
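Kinetic fluorescence helicase assay: unwinding of a quenched forked DNA duplex (100 nM final) with 2 mM ATP final raises red fluorescence (525/598 nm). Compounds sat 15 min at room temperature with 20 nM WRN beforehand.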
D3 antag = blocks the human D3 dopamine receptor; max response, negative = inhibition, %; D3R cells, DiscoveRx beta-arrestin luminescence, antagonist mode; active compounds read low; P35462; 360,000 compounds, 2.5% hits; in the data active means max response below about -50%; inconclusive means no clear call, values can overlap the other calls; further: on the % scale 0 is the no-effect control and ±100 the full control effect; mostly tested at two doses, the higher about 12 µM
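Cells expressing the human receptor were seeded at 1500 cells/well, incubated overnight at 37 degrees C in 5% CO2, then exposed to library compounds with dopamine controls for 90 minutes at 37 degrees C before luminescent detection.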
IL2 activator = activators of IL-2 | IL-2 activation reporter assay, cell-based qHTS; stimulated with anti-CD3/CD4/CD28 beads; in transgenic mouse T cells | activation, % (series mostly up to about 46 µM) | 360,000 compounds, 0.065% hits | AID 652025; in the data active means activation above about 50%; inconclusive means mostly about 30% to 49%; further: 0% is about no effect
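Readout: EGFP and DsRed signals by fluorescent plate cytometry. Unstimulated transgenic mouse T cells received compound 60 min before antibody-bead stimulation, then incubated 18 h at 37 degrees C.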
DRD3 agonist = D3 dopamine receptor (human) agonism; P35462; D3R DiscoveRx beta-arrestin cells, luminescence, 90 min; max activation, %; 410,000 compounds, 0.58% hits; AID 652048; in the data active means max activation above about 30%; further: 0% is about no effect; mostly tested at two doses, the higher about 12 µM
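Agonist-mode cell screen: cells plated at 1500/well and incubated overnight at 37 °C, then exposed to library compounds for 90 min at 37 °C. Detection reagent was added for 30–60 min at room temperature, and luminescence was read.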
GLP1R cytotox = cytotoxicity in counter-screen for GLP-1R inverse agonists; Potency, µM (titrated, usually from 38.3 µM), for inactives: at the highest dose activity change, negative = inhibition, actives largely listed as inhibitors; HEK293 cAMP-luciferase reporter cells, luminescence, 24 h; 410,000 compounds, 0.13% hits;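 further: loss of luciferase light is scored as toxicity; potency means the concentration at half of the fitted maximal effect; on the % scale 0 is the no-effect control and ±100 the full control effect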
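Cells in DMEM/10% Nu serum/1% pen-strep, 1536-well format. Pre-incubated 12 h, dosed with 23 nL compound, incubated a further 24 h. Luciferase detection, 12 min at room temp, luminescence.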
PLK1 PBD block = inhibitors of human PLK1 polo-box domain binding | Plk1 PBD binding of FITC phosphopeptide, fluorescence polarization | Potency, µM, inactives show max response, negative = inhibition, most hits filed as inhibitors | 360,000 compounds, 2.8% hits | P53350; further: potency means the concentration at half of the fitted maximal effect; series mostly up to about 57 µM; on the % scale 0 is the no-effect control and ±100 the full control effect; nearly all actives have a fitted effect of over 65% in size
Target sequence (P53350 whole entry, looked up, the tested form may be a part): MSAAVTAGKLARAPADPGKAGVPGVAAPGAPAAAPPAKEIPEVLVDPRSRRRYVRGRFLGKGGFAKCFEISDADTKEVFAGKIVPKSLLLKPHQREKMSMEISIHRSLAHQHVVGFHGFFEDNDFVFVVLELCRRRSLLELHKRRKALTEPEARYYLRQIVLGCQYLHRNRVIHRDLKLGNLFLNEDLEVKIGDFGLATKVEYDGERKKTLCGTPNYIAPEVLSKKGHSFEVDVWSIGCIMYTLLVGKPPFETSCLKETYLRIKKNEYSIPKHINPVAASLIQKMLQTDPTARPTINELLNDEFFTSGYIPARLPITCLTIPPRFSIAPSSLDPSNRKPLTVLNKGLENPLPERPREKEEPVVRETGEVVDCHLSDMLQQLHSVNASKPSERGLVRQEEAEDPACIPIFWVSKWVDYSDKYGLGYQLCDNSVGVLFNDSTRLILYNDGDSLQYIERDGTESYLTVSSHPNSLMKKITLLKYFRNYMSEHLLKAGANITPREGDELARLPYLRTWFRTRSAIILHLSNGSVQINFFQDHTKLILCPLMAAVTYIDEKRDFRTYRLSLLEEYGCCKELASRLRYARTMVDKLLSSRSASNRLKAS
GLP-1R agonist = activates the human GLP-1 receptor. P43220. HEK293 GLP-1R CRE-luciferase, luminescence, 4-6 h; cells express a hypersensitive GLP-1R form. Potency, µM (series often up to 45.6 µM), inactives show at the highest dose activation, actives largely listed as activators. 380,000 compounds, 0.007% hits. AID 624172; further: potency means the concentration at half of the fitted maximal effect; % of control where 0% means no effect
Target sequence (P43220 whole entry, looked up): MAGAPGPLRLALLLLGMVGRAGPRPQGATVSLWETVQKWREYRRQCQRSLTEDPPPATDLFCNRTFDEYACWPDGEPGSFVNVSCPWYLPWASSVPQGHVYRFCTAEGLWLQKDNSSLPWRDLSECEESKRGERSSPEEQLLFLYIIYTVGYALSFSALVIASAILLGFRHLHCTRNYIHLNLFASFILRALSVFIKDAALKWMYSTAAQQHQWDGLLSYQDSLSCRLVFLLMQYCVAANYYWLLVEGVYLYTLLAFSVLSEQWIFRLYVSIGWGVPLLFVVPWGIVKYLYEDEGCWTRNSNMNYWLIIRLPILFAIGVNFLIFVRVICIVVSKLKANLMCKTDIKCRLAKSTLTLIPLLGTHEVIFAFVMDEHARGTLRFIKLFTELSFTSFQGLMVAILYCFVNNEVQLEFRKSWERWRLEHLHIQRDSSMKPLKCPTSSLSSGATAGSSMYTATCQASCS
PI5P4Ka inh = blocks human PI5P4K alpha kinase activity. AID 652105. PI5P4Kalpha enzyme, ADP-Glo luminescence, 60 min; active compounds read low. P48426. 330,000 compounds, 1.2% hits. max response, %; active means max response of -50% or lower; inconclusive means between -30% and -50%; inactive means -30% or higher; further: value at the top dose of about 77 µM; on the % scale 0 is the no-effect control and ±100 the full control effect
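Enzyme plus substrate dispensed, test compounds pinned in, then ATP (5 microM final) added. After 60 min at RT, ADP-Glo reagent 1 for 45 min and reagent 2 for 30 min preceded luminescence imaging.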
GLP1R inv ag = acts as inverse agonist at human GLP-1 receptor | AID 624417 | 410,000 compounds, 1.6% hits | P43220 | Potency, µM (highest dose often 38.3 µM), for the others: at the highest dose activity change, negative = inhibition, most hits filed as inhibitors | HEK293 GLP-1R CRE-luciferase, luminescence, 24 h; GLP-1R form is constitutively active; further: potency means the concentration at half of the fitted maximal effect; on the % scale 0 is the no-effect control and ±100 the full control effect; nearly all actives have a fitted effect of over 55% in size
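Luminescence readout: a drop in cAMP-driven luciferase signal flags inverse agonism at a constitutively active GLP-1R stably expressed in HEK293. Compound exposure lasted 24 hr at 37 deg C, 5% CO2.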
* marks the source's active call; other numbers are inactive results; ? = inconclusive; · = no result given; & = joins results of further samples; [ ] = remark or other dose. Unless noted, the call rests on the fitted dose curve; in most records, active means well fitted curve in the direction sought with a large enough effect; inconclusive means small, poorly fitted or top-dose-only effect, or another doubt; inactive means no such curve, though single readings can be large; an effect the other way counts as inactive or inconclusive. Random draw from the library. About 7.8% of those tested had a hit in this group.

Values run as follows: WRN inhibitor, D3 antag, IL2 activator, DRD3 agonist, GLP1R cytotox, PLK1 PBD block, GLP-1R agonist, PI5P4Ka inh, GLP1R inv ag
- CCCOP(=O)(c1ccc(N(C)C)cc1)C(O)c1c(Cl)cccc1Cl (configuration not stated)
    4%, 1, -3.7, -5, 3%, -1%, 4%, -4, -20%
- COc1ccccc1CNC(=O)CN1C(=O)COc2ccc(S(=O)(=O)N3CCC(C)CC3)cc21
    ·, ·, ·, 3, -16%, ·, 2%, ·, -24%
- COc1cccc(C(=O)N2CCN(C(=O)C3COc4ccccc4O3)CC2)c1 (configuration not stated)
    -6%, 13, 0.1, 8, -15%, -15%, -1%, 4, 8%
- CCN(CC)S(=O)(=O)c1ccc(NC(=O)CCC2CCCCC2)cc1
    -8%, -28, -1.1, -1, -36%, 3%, -7%, 7, ?
- Cc1ccccc1Oc1nc2c(c(=O)n(C)c(=O)n2C)n1Cc1ccc(Br)cc1
    ·, ·, ·, -5, 12%, ·, 0%, ·, 2%
- Cc1cc(Oc2ccccc2)nc(SCC(N)=O)n1
    0%, -78*, -1.7, -5, -15%, -12%, -1%, 0, -4%
- COC(=O)c1ccc(CN(Cc2ccc(C(=O)OC)o2)C(C)(C)C)o1
    -28%, -19, -3.7, 2, 12%, -6%, -2%, -12, 0%
- COc1cccc(Nc2nc(-c3ccc(O)cc3)cs2)c1
    -20%, -25, 5.7, 19, -22%, -16%, -30%, ·, -2%
- Cc1ccccc1S(=O)(=O)Cc1ccc(C(=O)NCCc2ccccc2)o1
    5%, -1, -2.4, 5&0, -4%&-10%, ?, 11%, 0, -10%&1%
- CC(C)CNS(=O)(=O)c1ccc(CCC(=O)NC2CCCC2)cc1
    7%, -20, 1.3, -15, 4%, -3%, -5%, 0, 4%
- O=S(=O)(Oc1ccccc1/C=N/n1cnnc1)c1ccccc1
    -29%[57.1 µM], -15, 1.4, -1, -7%, -10%, 9%, -9, 14%
- CCC1(c2ccccc2)NC(=O)N(CC(=O)Nc2cccc(C#N)c2)C1=O (configuration not stated)
    -12%, -15, 0.9, -9, 10%, -5%, 3%, ·, 3%
- O=[N+]([O-])c1ccc(N2CCN(c3ccccc3O)CC2)c(Cl)c1
    -13%, ?, -2.5, 3, -20%, -9%, 6%, 12, 1%
- CCC(=O)NC(=S)Nc1ccc(OC)cc1OC
    -22%, 6, 1.1, -1, -9%, -4%, 24%, 3, 14%
- CCn1c(Oc2cccc(Br)c2)nc2c1c(=O)n(C)c(=O)n2C
    -2%, 7, -0.4, 1, -1%, -9%, 22%, -2, 6%
- CCC(C)Nc1nc2c(c(=O)n(C)c(=O)n2C)n1Cc1cccc(C)c1 (configuration not stated)
    -2%, 0, -0.4, 2, 11%, -3%, 1%, 0, ?
- O=[N+]([O-])c1ccccc1S(=O)(=O)Oc1ccc(C(=S)N2CCOCC2)cc1
    -7%, ?, -3.8, -9, -9%, 5.3µM*, 10%, -7, ?
- CCn1c(COc2cccc(C)c2C)nnc1SCC(=O)N1CCN(c2ccc(OC)cc2)CC1
    2%, 19, -2.4, 9, 0%, -1%, -6%, 0, -17%
- COc1cccc(NC(=O)Nc2nnc(Cc3ccccc3)s2)c1
    6%, -8, -0.5, -3, -18%, -1%, 16%, 7, 8%
- COc1ccc([C@H]2N[C@]3(CCCN(Cc4ccc(Cl)cc4)C3=O)[C@H]3C(=O)N(Cc4ccccc4)C(=O)[C@@H]23)cc1
    7%, 33, -3.4, 9, -11%, 5%, -6%, -4, -71%
- COc1ccc(C(=O)NC(C)(C)C)cc1S(=O)(=O)N1CCCC1
    2%, 10, -1.4, 6, -8%, -7%, -1%, 0, 0%
- CC1C(=O)CCCCCCCCCC2C1(N1CCOCC1)CS2(=O)=O (configuration not stated)
    6%, 15, 6.9, 3, -3%, -5%, 0%, -1, 2%
- CC(=O)c1nnn(-c2nc(N3CCCC3)nc(N(c3ccccc3)c3ccccc3)n2)c1C
    0%, 25, -1.7, 1, -11%, -4%, -5%, ·, 11%
- O=C(CSc1ncccn1)NC(=O)NC1CCCC1
    9%, 4, -2.0, -6, 2%, 0%, 6%, 0, 13%
- CCCCN(CC)CCCNC(=O)Cn1nc(Cc2ccncc2)c2ccccc2c1=O
    7%, -7, -3.3, -3, 1%, -10%, -9%, ·, -7%
- Cc1ccc(-c2nc3ccccc3[nH]2)cc1N
    -9%, -12, -1.7, -3, -28%, -8%, -1%, ·, ?
- Cc1ccc(CN(C)C(=O)c2ccccc2NC(=O)c2ccccc2)o1
    -7%, 11, 0.0, 1, 11%, -8%, -1%, 5, -27%
- Cc1cccc(NC(=O)C(c2cccc([N+](=O)[O-])c2)N2CCCCC2)c1 (configuration not stated)
    -3%, 21, -1.1, 3, -22%, 1%, 0%, ·, 0%
- O=C(NCc1ccccc1)C1CCCN(S(=O)(=O)c2cccc3nonc23)C1 (configuration not stated)
    5%, 10, -0.2, 5, -4%, 1%, -9%, -14, -1%
- O=S(=O)(Nc1ccc2c(c1)OCO2)c1ccccc1
    7%, 0, 0.3, -8, 6%, -9%, -8%, -5, 0%
- Cc1ccc(C)c(NC(=S)/C(=C(\[O-])c2ccc(Cl)s2)[n+]2ccccc2)c1
    3%, -16, 0.2, -3, 8%, -9%, 0%, 4, -29%
- O=C(Nc1ccc(Cc2ccncc2)cc1)C1CCC(N2C(=O)C3CC=CCC3C2=O)CC1 (configuration not stated)
    -3%, 6, -1.3, 13, 2%, -1%, 10%, ·, 35%[activator]
- Cc1ccnc(NC(=O)c2ccc(OCc3c(C)noc3C)cc2)c1
    -2%, -1, -5.2, -15, -6%, -7%, 6%, -6, 0%
- CC(C)c1ccc(/C=C2\NC(=S)N(Cc3cccnc3)C2=O)cc1
    2%, 67, 0.3, 21, -11%, -5%, 5%, 0, ?
- O=C(NC(=S)Nc1ccccc1F)c1ccc(Br)o1
    6%, -17, -2.3, -3, ?, -19%, 23%, -3, -15%
- CCCCN(CCCC)c1nc(-c2ccncc2)nc2ccccc12
    0%, 81, -1.0, 3, -3%, 5%, -4%, -4, 3%
- Cc1cc(C(=O)OCC(=O)NC(C)c2ccccc2)c(C)o1 (configuration not stated)
    -2%, -10, -4.1, 6, -14%, -5%, 13%, 0, ?
- CC(C)Cc1nc(N2CCN(C(=O)C(C)C)CC2)c(C#N)c2c1CCC2
    -9%, 235, -1.0, 1, -18%, -2%, 12%, -2, ?
- CSc1ccc(S(=O)(=O)NCCCOC(C)C)cc1
    -7%, 7, 0.3, 7, -2%, -3%, 1%, 1, -22%
- CCc1cc(C(=O)N=Nc2c(O)[nH]c3ccc([N+](=O)[O-])cc23)c2ccccc2n1
    ?, 5, -2.1, 4, ?, ?, 23%, -3, 5%
- O=C1[C@@H]2CSCN2C(=O)CN1Cc1ccc(F)cc1
    5%, 12, -0.1, 6, 11%, -8%, -1%, 0, 17%
- COc1cc(/C(C)=N/NC(=S)NC(C)C)cc(OC)c1OC
    -24%, -6, -0.3, 3, -13%, ?, 24%, 10, ?
- O=C(COC(=O)CNC(=O)c1ccc(Cl)cc1Cl)NC(=O)NCc1ccccc1
    14%, 6, 1.0, -3, -16%, -2%, -25%, 6, -3%
- O=C(CSc1ccccn1)Nc1ccc(Cl)c([N+](=O)[O-])c1
    4%, -15, 0.4, -1, 8%, -9%, -2%, -6, 9%
- CSc1ccc(C#N)cc1NC(=O)c1cccc(Cl)c1
    3%, -2, 1.6, 0, 15%, -6%, 2%, -3, ?
- COc1cc(C(=O)NCCSc2ccccc2)cc(OC)c1OC
    4%, 9, -1.8, -25, 1%, 4%, 21%, -1, -2%
- Cc1ccc(NC(=O)CSCC(=O)Nc2ccccc2N2CCCCC2)cc1
    -10%, -2, -5.6, -4, ?, -2%, -5%, 16, ?
- CCn1c(=O)c(CCC(=O)N2CCN(c3ccccn3)CC2)c(C)c2c(C)nn(-c3cccc(C)c3)c21
    0%, 59, -1.0, 1, 6%, 3%, 0%, 6, 7%
- CCCCCCSc1nc(O)c(C2OC(=O)c3c2ccc(OC)c3OC)c(=O)n1-c1ccccc1 (configuration not stated)
    -29%[57.1 µM], 0, 1.1, -11, -11%, ?, -27%, -23, ?
- O=C(CCCCCN1C(=O)c2ccccc2C1=O)Nc1ccc(C(=O)O)cc1
    9%, -2, 2.0, 2, 0%, -7%, -1%, -5, -8%

More structures:
Values run as follows: WRN inhibitor, D3 antag, IL2 activator, DRD3 agonist, GLP1R cytotox, PLK1 PBD block, GLP-1R agonist, PI5P4Ka inh, GLP1R inv ag
- Cc1ccccc1CN1C(=O)Nc2ccccc2C(=O)N1C(C)(C)C
    -19%, -12, -0.8, 0, 78%[activator], -5%, 5%, 2, 3%
- Cc1cccc(C)c1NC(=O)C1(C)CCC(=O)N1C1CC1 (configuration not stated)
    0%, 45, -0.1, 3, 0%, -2%, -4%, 5, 25%
- Cc1ccc(C)c(/C(O)=C2/C(=O)C(=O)N(CCN3CCOCC3)C2c2ccco2)c1 (configuration not stated)
    -32%, 18, -1.7, -1, -10%, ?, -9%, -2, 3%
- Cc1nnc2n1NC(c1ccc(Cl)cc1)C(C(=O)N1CCC(C)CC1)S2 (configuration not stated)
    6%, -2, 1.2, -2, -2%, -8%, 0%, 11, -2%
- COc1ccc(C(=O)Nc2cnc(NC(=O)c3cccs3)cc2C)cc1
    -4%, 12, 1.0, 13, -9%, 0%, 4%, -7, ?
- Cc1ccc(NC(=O)C2(NC(=O)c3ccccn3)CCCCC2)cc1Br
    -16%, -13, 4.4, -1, 67%[activator], -8%, 8%, 1, ?
- CC(C)NC(=O)N(C)C[C@H]1Oc2c(NS(=O)(=O)c3ccc(F)cc3)cccc2C(=O)N([C@H](C)CO)C[C@@H]1C
    -1%, 18, 0.4, -2, 2%, -5%, -1%, -5, 4%
- CC(C)CNC(=O)NC1(C(F)(F)F)Oc2ccccc2O1
    0%, 5, -0.3, 2, 24%[7.66 µM], 1%, -2%, 7, 27%[7.66 µM]
- Cc1c(Cl)c([N+](=O)[O-])nn1CC(=O)Nc1c(C)n(C)n(-c2ccccc2)c1=O
    -6%, 4, 1.9, 0, -7%, -3%, -7%, 1, -5%
- Cc1cccc(-c2nsc(SCC(=O)NCc3ccco3)n2)c1
    4%, 9, -2.5, -2, 6%, 21µM*, 12%, ·, ?
